HEK293 viab: GF-AFC viability counterscreen for inhibitors of alpha-synuclein gene (SNCA) expression; HEK-293-SNCA-luc viability, GF-AFC fluorescence, 24 h; Potency, µM (titrated, usually from 57.1 µM), for inactives: at the top dose activity change, negative = cytotoxicity, actives largely listed as cytotoxic; 0.12% of 150,000 active; AID 1671193, 2021;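 further: potency means the concentration at half of the fitted maximal effect; 0% = DMSO-treated cells and -100% = medium-only wells without cells; nearly all actives have a fitted effect of over 30% in size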
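Cytotoxicity counterscreen: after 24 h compound treatment of genome-edited SNCA-luciferase HEK-293 cells, live-cell protease substrate GF-AFC read by fluorescence after 30 min; activity scaled between DMSO (0%) and medium-only (-100%), curves Hill-fitted.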
FLuc inh: Firefly luciferase inhibition profiling of diverse chemical library using quantitative high-throughput screening; Potency, µM (doses to about 115 µM), for the others: at the top dose activity change, negative = inhibition, actives largely listed as inhibitors; 2.5% of 76,000 active; AID 1347043, 2019; purified P. pyralis luciferase, luminescence, biochemical; further: potency means the concentration at half of the fitted maximal effect; nearly all actives have a fitted effect of over 65% in size
Target sequence (P08659 whole entry, looked up): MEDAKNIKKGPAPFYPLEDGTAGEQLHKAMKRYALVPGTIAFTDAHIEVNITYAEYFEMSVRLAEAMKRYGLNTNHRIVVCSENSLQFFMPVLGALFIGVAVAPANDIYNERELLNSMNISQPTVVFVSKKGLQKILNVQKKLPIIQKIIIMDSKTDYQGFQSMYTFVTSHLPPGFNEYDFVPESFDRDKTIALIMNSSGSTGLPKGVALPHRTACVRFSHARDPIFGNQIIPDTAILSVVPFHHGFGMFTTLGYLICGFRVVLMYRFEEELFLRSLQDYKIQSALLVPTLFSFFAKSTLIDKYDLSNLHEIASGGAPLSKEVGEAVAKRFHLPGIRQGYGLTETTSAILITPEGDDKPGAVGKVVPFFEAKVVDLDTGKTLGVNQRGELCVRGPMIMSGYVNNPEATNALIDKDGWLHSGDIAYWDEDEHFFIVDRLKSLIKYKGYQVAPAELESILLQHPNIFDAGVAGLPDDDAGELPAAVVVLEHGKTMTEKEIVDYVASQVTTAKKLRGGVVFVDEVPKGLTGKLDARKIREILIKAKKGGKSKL
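Luminescence read by CCD imager after adding enzyme (10nM final) to wells holding compound, titrated in qHTS. Substrates 10uM each D-luciferin and ATP; buffer 50mM Tris acetate pH 7.5, 10mM Mg acetate, Tween-20, BSA.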
GPT2 inhibitor: Primary qHTS assay for inhibitors of Glutamate pyruvate transaminase 2 (GPT2); Recombinant GPT2, coupled pyruvate oxidase/HRP Amplex Red fluorescence; Potency, µM (doses to about 57.7 µM), for inactives: at the highest dose activity change, negative = inhibition, usual class: inhibitors; 0.25% of 100,000 active; further: potency means the concentration at half of the fitted maximal effect; nearly all actives have a fitted effect of over 60% in size; many of its hits are not listed in these tables
Target sequence (Q8TD30 whole entry, looked up): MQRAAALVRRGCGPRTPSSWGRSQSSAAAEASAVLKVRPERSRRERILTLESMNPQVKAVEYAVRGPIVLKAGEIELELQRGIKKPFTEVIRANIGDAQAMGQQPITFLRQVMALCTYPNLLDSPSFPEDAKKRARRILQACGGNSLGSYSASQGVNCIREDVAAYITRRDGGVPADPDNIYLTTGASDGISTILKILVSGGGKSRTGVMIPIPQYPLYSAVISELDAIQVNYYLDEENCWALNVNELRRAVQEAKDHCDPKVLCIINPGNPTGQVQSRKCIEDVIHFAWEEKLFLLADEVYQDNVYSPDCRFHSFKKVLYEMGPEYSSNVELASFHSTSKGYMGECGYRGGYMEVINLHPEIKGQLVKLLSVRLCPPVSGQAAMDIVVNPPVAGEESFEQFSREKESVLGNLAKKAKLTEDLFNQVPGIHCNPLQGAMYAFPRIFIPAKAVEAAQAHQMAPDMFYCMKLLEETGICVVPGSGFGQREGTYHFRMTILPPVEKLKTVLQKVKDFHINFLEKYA
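Recombinant GPT2 (10ng/uL) with 250uM a-KG and 2mM L-alanine, 30 min at room temperature, in HEPES pH 7.5 buffer. Pyruvate detected by pyruvate oxidase/HRP/Amplex Red fluorescence after 30 min in the dark; AOA (50uM) as positive control.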
IP6K1 inhibitor: Primary qHTS assay for small molecule inhibitors of Inositol hexaphosphate kinase 1 (IP6K1); 0.81% of 140,000 active; Inositol hexakisphosphate kinase 1 (Homo sapiens), Q92551; activity change, % (series mostly up to about 58 µM); IP6K1 kinase, ADP-Glo luminescence, 2 h; active compounds read low; in the data active means activity change below about -25%
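ADP-Glo luminescence measures ADP made by human IP6K1 during a 2 h RT reaction with ATP/IP6 (mix at 1.3 mM/130 uM); top library doses 57.5 and 19.1 uM final.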
SNCA expr inhib: Primary qHTS assay for inhibitors of alpha-synuclein gene (SNCA) expression; HEK-293 SNCA-luciferase knock-in, luminescence, 24 h; Potency, µM (doses to about 57.2 µM), for inactives: at the highest dose activity change, negative = inhibition, usual class: inhibitors; 0.17% of 140,000 active; AID 1671194, 2021;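 further: potency means the concentration at half of the fitted maximal effect; plate controls were DMSO cells for no effect and cell-free wells for full effect; nearly all actives have a fitted effect of over 45% in size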
HEK293 tox: Cytotoxic Profiling in HEK 293 Cell Line of Diverse Libraries Using Quantitative High-Throughput Screening; 6.6% of 94,000 active; AID 1345083, 2018; HEK 293 viability, ATP luminescence (CellTiter-Glo), 48-72 h; Potency, µM (doses to about 115 µM), without a hit: at the highest dose activity change, negative = cytotoxicity, most hits filed as inhibitors; further: potency means the concentration at half of the fitted maximal effect; nearly all actives have a fitted effect of over 60% in size
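Cells seeded first (HEK 293, 250 cells/well), then compound added by pintool. Incubation ran 48 or 72 hr at 37 degree Celsius. CellTiter-Glo was added and luminescence imaged after 10 min at room temperature.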
3T3 cytotox: Cytotoxic Profiling in NIH 3T3 Cell Line of Diverse Libraries Using Quantitative High-Throughput Screening | 4.3% of 94,000 active | AID 1345082, 2018 | Potency, µM (doses to about 96.7 µM), without a hit: at the top dose activity change, negative = cytotoxicity, most hits filed as inhibitors | NIH 3T3 viability, CellTiter-Glo ATP luminescence, 48-72 h; further: potency means the concentration at half of the fitted maximal effect; nearly all actives have a fitted effect of over 55% in size
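Cells were seeded at 400 per well, treated with pin-transferred compound, and kept 48 or 72 hr at 37 °C before CellTiter-Glo addition and luminescence imaging of cellular ATP.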
Starred values were filed as active, the others as inactive; i = inactive; ? = inconclusive; nt = no result given; ! = not confirmed by another sample; [ ] = remark or other dose. Unless noted, the call rests on the fitted dose curve; in most records, active means well fitted curve in the direction sought with a large enough effect; inconclusive means small, poorly fitted or top-dose-only effect, or another doubt; inactive means no such curve, though single readings can be large; an effect the other way counts as inactive or inconclusive. Unless noted, on the % scale 0 is the no-effect control and ±100 the full control effect. An excerpt, so the mix of outcomes need not match the whole.

SMILES,HEK293 viab,FLuc inh,GPT2 inhibitor,IP6K1 inhibitor,SNCA expr inhib,HEK293 tox,3T3 cytotox
COCc1cc(C[C@@H]2C[C@H](NC3CCN(C(C)=O)CC3)C2(C)C)no1,2%[87.6 µM],4%[172 µM],-13%[88.5 µM],-11,-3%[87.6 µM],4%[172 µM],i
Cc1ccc(-n2c(C3CCN(C(=O)CC4CCCCC4)CC3)n[nH]c2=O)cc1,3%,9%,-12%,18,7%,5%,?
COc1ccc(CC(=O)N[C@H](C)c2onc(-c3cccnc3)c2C(=O)O)cc1,4%[87.6 µM],8%[172 µM],i,-4,-9%[87.6 µM],1%[172 µM],-12%[174 µM]
COc1ccc(/C=C/C(=O)O[C@@H]2[C@@H](OC(C)=O)[C@@H](OC(C)=O)[C@H](O[C@H]3[C@@H]4C=CO[C@@H](O[C@@H]5O[C@H](CO)[C@@H](O)[C@H](O)[C@H]5O)[C@@H]4[C@@]4(CO)O[C@@H]34)O[C@H]2C)cc1,-7%[23.9 µM],nt,-5%[17.1 µM],-3,nt,nt,nt
Cc1nn(CCO)cc1CN1CCN(C(=O)c2cc[nH]c2)CC(O)C1 (stereo not given),-16%,1%,-2%,3,-26%,i,-1%
Cc1nc2ccccc2n1CCNC(=O)CC[C@H]1NC(=O)c2ccccc2NC1=O,-2%,4%,4%,-1,11%,6%,2%
O=C(Nc1ccc(Cl)cc1)N1CCCC(C(=O)N2CCC(c3nc4ncccc4[nH]3)C2)C1 (stereo not given),10%,nt,i,5,10%,-27%,-20%
COc1ccc(Cn2ccc3nc(C)c(C(=O)Nc4cc(OC)c(OC)c(OC)c4)cc3c2=O)cc1,10%,nt,nt,0,28%,nt,nt
COCCNC(=O)c1nc(-c2ccc(F)cc2)c2cnccn12,12%[87.6 µM],-11%[172 µM],i,0,6%[87.6 µM],-14%[172 µM],-16%[138 µM]
COCCNc1nc2cc(C(=O)N[C@@H]3CC[C@@H](N)C3)ccc2n1C,-1%,14%,?,-7,2%,i,i
O=C([C@@H]1C[C@H](F)CN1C(=O)c1ccc(Cl)cc1)N1CCCCC1,7%,nt,i,7,2%,i,i
CN(Cc1ccc2c(c1)OCO2)C(=O)C1(C)CCOCC1,-2%[87.6 µM],nt,1%[88.5 µM],-7,4%[87.6 µM],-3%[172 µM],-18%[138 µM]
COc1ccc(S(=O)(=O)N2CCC(c3nc4ccccc4s3)CC2)cc1OC,7%,nt,nt,-2,11%,nt,nt
O=C(O)COCC(=O)N[C@H]1CO[C@H]2[C@@H]1OC[C@@H]2n1nnnc1-c1ccc2c(c1)OCO2,5%[87.6 µM],1%[172 µM],0%[88.5 µM],-2,-16%[87.6 µM],-1%[172 µM],2%[174 µM]
CN(Cc1cccc(-c2nn[nH]n2)c1)Cc1cn(-c2ccccc2)nn1,6%,-1%,i,-16,36%[activator],-7%,-2%

The list goes on, overlapping the part above by 2 compounds.
SMILES,HEK293 viab,FLuc inh,GPT2 inhibitor,IP6K1 inhibitor,SNCA expr inhib,HEK293 tox,3T3 cytotox
O=C(O)COCC(=O)N[C@H]1CO[C@H]2[C@@H]1OC[C@@H]2n1nnnc1-c1ccc2c(c1)OCO2,5%[87.6 µM],1%[172 µM],0%[88.5 µM],-2,-16%[87.6 µM],-1%[172 µM],2%[174 µM]
CN(Cc1cccc(-c2nn[nH]n2)c1)Cc1cn(-c2ccccc2)nn1,6%,-1%,i,-16,36%[activator],-7%,-2%
Cc1ccc(-n2c(C)nc3c(cnn3-c3ccccc3C)c2=O)cc1F,3%,nt,nt,11,40%[activator],nt,nt
COCCOC1CCOC2(CCN(C(=O)c3ccc(F)cc3)CC2)C1 (stereo not given),1%[12.5 µM],4%,i,3,-14%,5%,-14%
Cc1ccc(CSC2=Nc3ccccc3C3=NC(CC(=O)NC4CCCCC4)C(=O)N23)cc1 (stereo not given),7%,nt,nt,136,122%[activator],nt,nt
Cn1c(=O)c2c(nc(NCCc3ccccc3)n2Cc2cccc(Br)c2)n(C)c1=O,-21%,nt,nt,9,38%[activator],nt,nt
CCN1C(=O)C2CC3(CCN(C(=O)NCCCOC)CC3)CN2C1=O (stereo not given),-14%,4%,-3%,-7,-11%,-19%,-6%
Cc1noc(C)c1CCC(=O)NC1CC(c2cc(=O)[nH]c(C3CC3)n2)C1 (stereo not given),-1%,2%,2%,6,21%,-6%,1%
O=C(N[C@H]1CO[C@H]2[C@@H]1OC[C@@H]2n1cc(CC2CCCCC2)nn1)C1CCCCC1,-11%[87.6 µM],-18%[172 µM],3%[88.5 µM],-7,27%[87.6 µM],?,?
O=C1NCc2ccccc2CC12CCCCN2Cc1cnc2ccccc2c1 (stereo not given),-19%,nt,-11%,-13,0%,?,-8%
O=C1CCN(S(=O)(=O)c2ccccc2)CCCN(C(=O)C2CCCCC2)CCN1,-16%,3%,i,22,23%,-24%,-13%
CCC(C)NC(=O)Cn1c(=O)n(CCCC(=O)NCc2ccc(C)cc2)c(=O)c2ccccc21 (stereo not given),2%,nt,nt,-4,-10%,nt,nt
CCc1nc2nc(C)cc(Nc3ccc(F)c(Cl)c3)n2n1,3%,nt,nt,-9,11%,nt,nt
Cc1ccccc1C(=O)Oc1c(Sc2ccccc2)c(C)nn1C(C)(C)C,6%,nt,nt,-20,-18%,nt,nt
COCc1ccc(C(=O)N2CC(=O)N(c3ccccc3C#N)CC2C)s1 (stereo not given),0%,-11%,-18%,-13,-13%,-25%,-17%
O=C(COc1ccccc1)N[C@H]1CO[C@H]2[C@@H]1OC[C@H]2OC(=O)Nc1ccccc1,8%[87.6 µM],-5%[172 µM],4%[88.5 µM],0,-6%[87.6 µM],?,0%[174 µM]
Cc1ccc(C)c(CNS(=O)(=O)c2ccc3c(c2)C(C)(C)C(=O)N3C)c1,3%,nt,nt,-11,-8%,nt,nt
O=C(NCc1ccccc1)c1ccc(-c2ccc(N3CCSCC3)nc2)cc1,-25%,-23%,i,-3,15%,?,?
COc1ccc(N2CC(C(=O)N3CCN(c4ncccn4)CC3)NC2=O)cc1 (stereo not given),-4%,-1%,i,-3,-1%,i,0%
CCN1CCSc2ccc(C(=O)NCc3cccc(Br)c3)cc21,4%,nt,nt,0,0%,nt,nt
COc1ccc(-c2cc(C(=O)NC3CCNCC3)c3c(C)nn(-c4ccccc4)c3n2)cc1,?,nt,i,1,?,25µM*,7.1µM*
COc1ccc2[nH]c3c(c2c1)CCNC31CCN(C(=O)c2cccs2)CC1,-10%[12.5 µM],3%,2%,-2,21%,8.9µM*,?
NS(=O)(=O)c1ccc(NC(=O)C2Cc3ccccc3N2C(=O)c2ccccc2)cc1 (stereo not given),-15%,nt,nt,-3,-21%,nt,nt
CC(C)C[C@H](NC(=O)[C@H](CCc1ccccc1)NC(=O)CN1CCOCC1)C(=O)N[C@@H](Cc1ccccc1)C(=O)N[C@@H](CC(C)C)C(=O)[C@@]1(C)CO1,?,nt,i,-1,0.12µM*!,nt,nt
COC[C@H]1C[C@@H](NC(=O)C(C)C)[C@H](O)[C@@H]1O,-3%[87.6 µM],-3%[230 µM],1%[88.5 µM],-3,-20%[87.6 µM],i,-2%[174 µM]
CCOc1ccc(CC(=O)N2CCC[C@H]2c2nc(-c3ccc(C)cc3)no2)cc1OCC,?,-17%,-6%,2,?,?,?
CN(CCO)CC1(O)CCCN(Cc2ccccc2F)C1=O (stereo not given),4%,9%,i,-1,-1%,-26%,-10%
COc1ccc(N2CC(NC(=O)/C=C\c3ccc4c(c3)OCO4)CC2=O)cc1OC (stereo not given),-13%,nt,nt,22,4%,nt,nt
COc1ccc(C2Cn3nnc(C(=O)NCc4cc(OC)ccc4OC)c3CO2)cc1 (stereo not given),4%,13%,-4%,10,-22%,?,-21%
O=C(CSc1ccccc1)N1CCc2onc(-c3ccc(F)c(F)c3)c2C1,11%,-24%,i,1,6%,-14%,-22%
CN(Cc1ccccc1C(F)(F)F)C(=O)c1ccc(Cl)nc1,0%,1%,-1%,-7,29%,-25%,?
Cc1cc(C)c(NC(=O)CCCN2C(=O)COc3ccc(C)cc32)c(C)c1,7%,nt,nt,12,14%,nt,nt
O=C(NCCS(=O)(=O)N1CCN(c2ccccc2F)CC1)C1CC(=O)N(c2ccccc2)C1 (stereo not given),9%,nt,nt,8,-8%,nt,nt
Cc1cccc(OCC2(CNC(=O)C3CC3)C[C@@H](O)[C@@H](O)C2)n1 (stereo not given in full),4%[87.6 µM],-5%[172 µM],-4%[88.5 µM],-6,25%[87.6 µM],-14%[172 µM],-4%[174 µM]
COc1ccccc1C(=O)N1CCN(c2cc(C(F)(F)F)nc(C)n2)CC1,9%,0%,-3%,11,?,?,-18%
O=C(NCCC1CCN(C(=O)Nc2cccc(F)c2)CC1)c1ccccc1F,4%,?,i,6,62%[activator],?,-27%
COc1ccc(N2C(=O)CSC23CCN(C(=O)NCc2ccccc2)CC3)cc1,-6%,-13%,i,21,40%[activator],?,-16%
C[C@@H]1C[C@H](C)CN(CCC(=O)Nc2ccc(Br)cc2)C1,10%,nt,i,-18,nt,nt,nt
CC(C)CCNC(=O)Cn1nc2n(c1=O)CCCCC2,11%,-7%,i,0,9%,-6%,-15%
C[C@@H]1O[C@@H](O[C@@H]2[C@@H](O[C@@H]3O[C@@H](C)[C@H](O[C@@H]4OC[C@H](O)[C@H](O[C@@H]5OC[C@@H](O)[C@H](O)[C@H]5O)[C@H]4O)[C@@H](O[C@@H]4OC[C@](O)(CO)[C@H]4O)[C@H]3O)[C@H](OC(=O)[C@]34CCC(C)(C)C[C@H]3C3=CCC5[C@@]6(C)C[C@H](O)[C@H](O[C@@H]7O[C@H](CO[C@@H]8OC[C@H](O)[C@H](O)[C@H]8O)[C@@H](O)[C@H](O)[C@H]7O)C(C)(C)C6CC[C@@]5(C)[C@]3(C)C[C@H]4O)OC[C@H]2O)[C@H](O)[C@H](O)[C@H]1O (stereo not given in full),-6%[12.5 µM],nt,?,9,nt,nt,nt
COc1ccc2c(c1)CCc1c-2n[nH]c1C(=O)N1CCC(c2noc(COc3ccc(C)cc3)n2)CC1,-14%,-27%,i,-7,-8%,22µM*,?

Screening data (PubChem BioAssay)
